Bioassay records as filed in PubChem.
Cav3 T inh: inhibitors of human Cav3.2 T-type calcium channel | O95180 | Cav3.2-expressing cells, Fluo-4 calcium fluorescence FDSS; hits give low values | B-score at 10 µM | actives 4% (n = 100,000);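 active = single-dose well whose peak fluorescence ratio is a statistical outlier from its plate by either plate-standardised score or position-corrected B-score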
Target sequence (O95180 whole entry, looked up): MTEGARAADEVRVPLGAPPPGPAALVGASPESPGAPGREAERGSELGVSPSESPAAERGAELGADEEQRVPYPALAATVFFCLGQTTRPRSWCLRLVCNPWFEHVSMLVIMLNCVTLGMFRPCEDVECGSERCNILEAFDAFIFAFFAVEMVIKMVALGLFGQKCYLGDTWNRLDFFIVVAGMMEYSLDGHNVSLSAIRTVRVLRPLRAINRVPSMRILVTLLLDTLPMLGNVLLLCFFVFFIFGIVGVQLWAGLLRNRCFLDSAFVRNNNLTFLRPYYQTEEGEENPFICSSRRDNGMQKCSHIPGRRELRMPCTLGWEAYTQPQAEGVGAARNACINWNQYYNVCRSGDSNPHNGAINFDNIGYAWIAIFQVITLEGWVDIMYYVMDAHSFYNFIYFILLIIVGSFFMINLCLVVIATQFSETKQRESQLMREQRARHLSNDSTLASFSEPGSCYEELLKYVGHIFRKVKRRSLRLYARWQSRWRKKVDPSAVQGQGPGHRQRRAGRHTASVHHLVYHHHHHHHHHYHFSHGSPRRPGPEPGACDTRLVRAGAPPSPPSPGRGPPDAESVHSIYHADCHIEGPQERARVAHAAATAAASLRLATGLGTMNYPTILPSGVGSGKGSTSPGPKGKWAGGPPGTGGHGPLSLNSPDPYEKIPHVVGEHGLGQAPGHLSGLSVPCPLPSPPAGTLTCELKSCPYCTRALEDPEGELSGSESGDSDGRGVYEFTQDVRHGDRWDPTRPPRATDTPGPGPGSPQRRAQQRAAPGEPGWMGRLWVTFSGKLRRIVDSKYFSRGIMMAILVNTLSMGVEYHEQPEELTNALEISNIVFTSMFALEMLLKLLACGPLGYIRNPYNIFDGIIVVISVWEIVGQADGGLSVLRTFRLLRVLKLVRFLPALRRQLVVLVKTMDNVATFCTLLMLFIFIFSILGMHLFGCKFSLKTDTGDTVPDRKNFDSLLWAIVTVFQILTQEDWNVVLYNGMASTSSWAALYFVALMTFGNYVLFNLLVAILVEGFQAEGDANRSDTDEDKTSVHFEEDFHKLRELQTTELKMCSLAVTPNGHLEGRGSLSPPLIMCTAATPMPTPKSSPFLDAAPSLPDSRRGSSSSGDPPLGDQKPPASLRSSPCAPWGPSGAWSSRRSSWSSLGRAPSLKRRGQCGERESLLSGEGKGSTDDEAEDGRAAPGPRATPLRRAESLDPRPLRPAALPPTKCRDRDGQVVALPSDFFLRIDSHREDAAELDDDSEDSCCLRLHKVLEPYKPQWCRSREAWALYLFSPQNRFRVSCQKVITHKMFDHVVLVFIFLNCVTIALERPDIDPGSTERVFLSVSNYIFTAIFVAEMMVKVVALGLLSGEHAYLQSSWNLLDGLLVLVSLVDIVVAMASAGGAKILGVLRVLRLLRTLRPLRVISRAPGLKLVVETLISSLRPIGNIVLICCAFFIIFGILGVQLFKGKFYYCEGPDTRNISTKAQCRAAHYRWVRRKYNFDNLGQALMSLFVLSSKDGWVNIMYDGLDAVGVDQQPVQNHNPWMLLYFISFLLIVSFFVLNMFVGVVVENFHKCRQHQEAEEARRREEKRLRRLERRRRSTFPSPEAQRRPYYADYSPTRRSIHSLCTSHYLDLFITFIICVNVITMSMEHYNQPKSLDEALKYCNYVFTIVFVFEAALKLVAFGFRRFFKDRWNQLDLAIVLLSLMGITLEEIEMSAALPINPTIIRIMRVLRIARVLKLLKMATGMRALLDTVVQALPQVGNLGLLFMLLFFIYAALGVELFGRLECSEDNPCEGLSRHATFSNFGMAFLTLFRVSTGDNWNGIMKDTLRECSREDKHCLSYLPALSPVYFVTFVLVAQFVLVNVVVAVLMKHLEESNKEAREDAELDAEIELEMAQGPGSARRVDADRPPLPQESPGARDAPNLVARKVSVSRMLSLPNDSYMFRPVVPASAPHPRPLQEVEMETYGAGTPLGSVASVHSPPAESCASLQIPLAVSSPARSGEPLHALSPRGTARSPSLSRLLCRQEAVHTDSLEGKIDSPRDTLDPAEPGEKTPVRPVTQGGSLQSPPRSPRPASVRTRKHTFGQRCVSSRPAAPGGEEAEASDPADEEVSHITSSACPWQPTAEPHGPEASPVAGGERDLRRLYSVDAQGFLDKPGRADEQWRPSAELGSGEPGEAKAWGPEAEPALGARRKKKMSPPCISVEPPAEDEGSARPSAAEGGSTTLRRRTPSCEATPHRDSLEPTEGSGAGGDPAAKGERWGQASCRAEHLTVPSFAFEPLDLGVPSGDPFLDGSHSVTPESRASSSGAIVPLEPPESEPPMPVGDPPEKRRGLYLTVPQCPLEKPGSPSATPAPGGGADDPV
Numbers without * were called inactive.

Cav3 T inh	compound
-3.9*	C=C1CCC(C)C(C)(CCC2=CCOC2=O)C/C=C\C=C/1C(=O)O (stereo not given)
0.46	O=C(CCSc1nc2cc(Cl)ccc2o1)N1CCOCC1
0.55	CSc1nc(-c2ccccc2)nn1S(=O)(=O)c1ccccc1
0.79	CCOC(=O)c1sc2nccc(N(C)C)c2c1N=CNOC
2.4	Cc1c(Cl)c(-c2n[nH]c(=S)n2Cc2ccco2)nn1C
0.45	Cc1nc2nc(-c3ccccc3)cn2nc1C
0.062	O=C(CSc1ncn(-c2ccccc2)n1)Nc1ccc2c(c1)OCO2
0.83	COCCCN1C(=O)c2ccc(C(=O)Nc3ccccc3OC)cc2C1=O
0.36	CN1C(=O)/C(=C/c2cc(N=Nc3ccccc3)ccc2O)SC1=S
-4.2	O=C(Cn1c(=O)n(Cc2ccco2)c(=O)c2c3c(sc21)CCCC3)Nc1ccccc1
0.14	CC(NC(=O)Cc1cccs1)c1ccncc1 (stereo not given)
0.0034	COC(=O)c1ccccc1NC(=O)C1CC(=O)N(c2ccc(C)cc2)C1 (stereo not given)
-3	COc1ccc(CN(C(C)=O)c2cccc(C)c2C)cc1
-1.4	CC1CCCC(C)N1C(=O)c1ccccc1Nc1ccc(SC(F)F)cc1 (stereo not given)
-2	COC(=O)CSc1nc(N2CCOCC2)c2c(c1C#N)CC(C)(C)N(C)C2
0.72	CCC(C)N=CC1=C(O)CC(c2ccccc2)CC1=O (stereo not given)
-3.9	Cc1cccc(N2CCN(C(=O)c3cccc(N4C(=O)C5CC=CC(C)C5C4=O)c3)CC2)c1C (stereo not given)
0.00096	CC1CCN(c2oc(-c3cccc4ccccc34)nc2C#N)CC1
0.05	CN(C)c1ccc(-c2nnn(Cc3ccccc3Br)n2)cc1
-0.51	O=C(Nn1c(O)c(C=C2N=c3ccccc3=N2)sc1=S)c1ccccc1
-0.36	Cc1nn(C)cc1/C=C/C(=O)c1ccccc1
0.86	Cc1nc2c([nH]c3ccc(Br)cc32)s1
0.025	COC(=O)COc1cccc(NC(=O)COc2ccccc2)c1
-2.6	CCOC(=O)Nc1nc(-c2ccccc2)c(C(=O)c2ccccc2)s1
-2.8	O=C(CSc1nc2ccccc2o1)N1c2ccccc2Sc2ccc(Cl)cc21
-0.016	Cc1nc2[nH]c(=S)[nH]c2cc1Br
-0.33	Cc1ccc(OCC(O)CN2CCN(CC(O)COc3ccc(C)cc3Cl)CC2)c(Cl)c1 (stereo not given)
-0.063	COc1ccc(CN2C(=O)CN(C3CCCCCC3)C(=O)C2c2ccc(OC)c(OC)c2)cc1 (stereo not given)
0.69	Cc1ccccc1-n1nc(C)c2cc(C(=O)NC3CC3)sc21
0.62	Cc1csc(NC(=O)CSc2nnc(-c3cccs3)n2C)n1
-0.15	COC(=O)c1c(C)[nH]c(C(=O)CSc2ccc(Cl)cc2)c1C
0.0022	CCOC(=O)C1CCCCN1Cc1cccc(C(F)(F)F)c1 (stereo not given)
-0.78	O=C(/C=C/c1cccs1)c1cc(F)ccc1OC(=O)N1CCOCC1
-0.44	Cc1ccccc1-n1nc2c(c1NC(=O)c1cc3ccccc3oc1=O)CS(=O)C2 (stereo not given)
0.12	O=C(CCCN1C(=O)c2ccccc2C1=O)NCc1ccco1
0.45	Cc1csc(NC(=O)c2c(O)c3c(n(CC(C)C)c2=O)CCCC3)n1
-3.6	Cc1cccc(-c2csc(N)c2C(=O)OC(C)C)c1
1.1	CCO[C@H]1OC(C(=O)N2CCN(C)CC2)=C[C@@H](c2coc3ccccc3c2=O)[C@@H]1CCCO
1.2	CC(C)C(NC(=O)c1cccs1)C(=O)NC1=NCCS1 (stereo not given)
-0.087	COc1ccc(C2C(=O)c3ccccc3C2=O)c(OC)c1
0.95	O=C(Nc1nc2ccccc2s1)C1CCCO1 (stereo not given)
-0.74	Cc1nn(-c2ccccc2)c(Cl)c1/C=C(\CC(=O)O)c1nc2ccccc2s1
-0.013	CCCCc1cc(=O)oc2cc(C)cc(OCC(=O)O)c12
-0.14	CC1(C)Cc2cccc(OCC(=O)NC3CC3)c2O1
0.25	COc1ccc(C(=O)Oc2cc(OC)cc(OC)c2C(C)=O)cc1
-1.2	CCOC(=O)C1=C(C)N(c2nonc2NC(C)=O)C(N)=C(C#N)C1c1ccccc1F (stereo not given)
2.2	CCOC(=O)c1ccc(N2C(=O)CC(Sc3nc(O)c(CC)c(=O)[nH]3)C2=O)cc1 (stereo not given)
1.9	Cc1ccc(-n2c(CNc3ccc(F)cc3)nnc2SCC(=O)N2CCCC2)cc1
0.31	Oc1ccc(Cl)cc1CNCC1CCCO1 (stereo not given)
-2.6	C[C@@H]1[C@@H](Sc2ccccc2)CC(=O)O[C@@H]1c1ccc(-c2ccccc2)cc1
0.34	CC1CCCCC1NC(=O)COC(=O)c1ccc(N(C)C)cc1 (stereo not given)
0.42	CCN(CC(=O)NCc1cccs1)C(=O)c1cc(S(=O)(=O)N2CCOCC2)ccc1C
0.19	CCOC(=O)C1CN(S(=O)(=O)c2ccc(C)cc2)CCN1S(=O)(=O)c1ccc(C)cc1 (stereo not given)
-1.8	O=C1COc2ccccc2N1Cc1ccccc1Cl
-0.017	CCCOc1ccc(N2CC(C(=O)Nc3ccccn3)CC2=O)cc1 (stereo not given)
-0.34	OCCOCCn1c(C(CO)Nc2nc(-c3ccccc3Br)cs2)nc2ccccc21 (stereo not given)
0.0036	CCOC(=O)c1nnc(-c2ccccc2)nc1Sc1c(Cl)cccc1Cl
0.45	C=C1C(O)C[C@H]2C(=C)CCC3[C@H](OC(=O)[C@]3(O)CO)[C@@H]12 (stereo not given in full)
-1.4	O=C(NCc1cc(C(F)(F)F)cc(C(F)(F)F)c1)C1CC(c2cccc([N+](=O)[O-])c2)=NO1 (stereo not given)
0.11	COC(=O)COc1ccc(=O)n(-c2ccccc2)n1

Next section
Cav3 T inh	compound
0.99	CCOC(=O)C1CCCc2c1[nH]c1c(C(=O)O)cccc21 (stereo not given)
0.044	Cn1nnnc1SCCNCc1cccc2ccccc12
-0.33	CC(C)=CCC12Oc3cc(O)ccc3C1(O)Oc1cc3c(c(O)c1C2=O)C=CC(C)(C)O3 (stereo not given)
2.1	CC1(C)CC(=O)C2=C(C1)N(c1ccc(F)cc1)C(N)=C(C#N)C2c1cccs1 (stereo not given)
0.0014	Clc1ccc(-c2nnc(SCc3nc(-c4ccccc4)no3)o2)cc1
0.44	N#Cc1cc2c(nc1SCc1cccnc1)CCC2
-0.22	CCSc1nnc(NC(=O)c2nn(C(C)C)c(=O)c3ccccc23)s1
2.2	CCn1cc(C(=O)NCc2ccccc2)c(=O)c2cc(F)c(N3CCN(C(=O)c4ccco4)CC3)cc21
0.15	C/C(=N\n1c(C)cc(C)c(C#N)c1=O)c1cccs1
-3.3	Cc1cc(Cl)ccc1NC(=S)N1CCN(Cc2ccc3c(c2)OCO3)CC1
-3.3	Cc1ccc(NS(=O)(=O)c2cccc(C(=O)OCC(=O)NCc3ccco3)c2)cc1
0.35	CC(C)CC(NC(=O)c1ccc(Cl)cc1Cl)C(=O)O (stereo not given)
0.29	CCOC(=O)C1CCCN(C(=O)c2cn(CC)c3ccc(S(=O)(=O)N(C)C)cc3c2=O)C1 (stereo not given)
-4.6*	Cc1cnc(NC(=O)CSc2nnc(-c3ccc(Cl)cc3Cl)n2N)s1
-2.2	COc1ccccc1OCc1nc2ccccc2s1
0.09	NC(=O)c1cnn(Cc2ccc(Cl)cc2)c1N
1.5	NC(=O)C1CC=CCC1C(=O)OCC(Cl)=C(Cl)Cl (stereo not given)
0.78	CC(=O)NCCSCCNC(C)=O
-2.4	Cc1ccc(-c2nn(-c3ccccc3)cc2C2SCC(=O)N2Cc2ccccc2)o1 (stereo not given)
1.1	COC(=O)[C@@H]1CCCN1C(=O)[C@@H](NC(=O)OC(C)(C)C)C(C)C
-0.13	CCOc1ccc(C(C)(N)C(=O)O)cc1 (stereo not given)
0.51	CCC(=O)N(Cc1cccs1)C1CCOC(C)(C)C1 (stereo not given)
-0.78	O=C1C2ON(c3ccccc3)C(c3ccccn3)C2C(=O)N1c1ccc(Br)cc1 (stereo not given)
-0.96	O=C(Nc1ccccc1)C1=C[C@@H](c2ccc3c(c2)OCO3)C[C@@H](OCCCCO)O1

Of the compounds above, 12 contain a thiophene ring, fused or not:
Cav3 T inh	compound
0.79	CCOC(=O)c1sc2nccc(N(C)C)c2c1N=CNOC
-4.2	O=C(Cn1c(=O)n(Cc2ccco2)c(=O)c2c3c(sc21)CCCC3)Nc1ccccc1
0.14	CC(NC(=O)Cc1cccs1)c1ccncc1 (stereo not given)
0.69	Cc1ccccc1-n1nc(C)c2cc(C(=O)NC3CC3)sc21
0.62	Cc1csc(NC(=O)CSc2nnc(-c3cccs3)n2C)n1
-0.78	O=C(/C=C/c1cccs1)c1cc(F)ccc1OC(=O)N1CCOCC1
-3.6	Cc1cccc(-c2csc(N)c2C(=O)OC(C)C)c1
1.2	CC(C)C(NC(=O)c1cccs1)C(=O)NC1=NCCS1 (stereo not given)
0.42	CCN(CC(=O)NCc1cccs1)C(=O)c1cc(S(=O)(=O)N2CCOCC2)ccc1C
2.1	CC1(C)CC(=O)C2=C(C1)N(c1ccc(F)cc1)C(N)=C(C#N)C2c1cccs1 (stereo not given)
0.15	C/C(=N\n1c(C)cc(C)c(C#N)c1=O)c1cccs1
0.51	CCC(=O)N(Cc1cccs1)C1CCOC(C)(C)C1 (stereo not given)

Carrying on.
Cav3 T inh	compound
0.75	Cn1c(SCC(=O)c2ccccc2)nc2cccnc21
-0.69	CSc1oc(-c2ccc(F)cc2)nc1S(=O)(=O)c1ccc(F)cc1
0.057	O=C(/C=C/c1cc2c(cc1Br)OCO2)NCc1ccc(F)cc1
-3.8	COc1ccc(-n2c(SCC(=O)Nc3ccc4c(c3)OCO4)nnc2C(C)N2CCCCC2)cc1 (stereo not given)
-0.14	O=C(CN(Cc1cccs1)C(=O)CN1C(=O)COc2ccccc21)NCc1ccco1
0.62	COC(=O)c1ccc(CN2C(=O)NC3(CCCCC3C)C2=O)o1 (stereo not given)
0.46	Cc1cc(C)n(-c2nc(Nc3ccccc3)nc(-n3nc(C)cc3C)n2)n1
1.2	Cc1ccc(-n2c(SCC(=O)N3CCOCC3)nnc2-c2cccnc2)cc1C
-1.6	CCCCn1c(SCC(=O)c2ccc3c(c2)OCCO3)nnc1-c1ccoc1C
0.53	COc1ccc(C(O)c2nccn2Cc2ccccc2)cc1OC (stereo not given)
-2.5	CCCCNC(=O)Cn1c(-c2ccc(OC)cc2)noc1=O
0.38	Cc1ccc2c(c1)N(CC(=O)NCc1cccnc1)C(=O)CO2
-0.95	O=C(Nc1cc(C(F)(F)F)ccc1N1CCOCC1)c1n[nH]c(=O)c2ccccc12
0.55	c1ccc(OCc2nn3c(-c4ccco4)nnc3s2)cc1
0.0035	CCCCNCCOCCSc1ccc(Cl)cc1
0.29	O=C(COc1ccc([N+](=O)[O-])cc1)NCc1ccccc1
-0.38	O=C(NCCC1=CCCCC1)c1cc2c(s1)CS(=O)(=O)C2
-0.53	O=C1NC(c2ccccc2Cl)Nc2ccccc21 (stereo not given)
0.66	COC(=O)Cc1c(C)c2c(OCc3nn[nH]n3)cc(C)cc2oc1=O
-1.2	O=C(Nc1ncccc1Cl)C(Sc1ccccc1)c1ccccc1 (stereo not given)
-0.47	CCOC(=O)CSc1nnc(C)n1N
0.67	O=S(=O)(c1ccc2c(c1)OCCCO2)N1CCNCC1
-0.63	Cc1ccc(NC(=O)CSc2nnc(-c3ccccc3C)o2)cc1C
-0.38	CCOc1ccccc1C1C(C(N)=O)=C(C)Nc2nc(-c3cccc(C)c3)nn21 (stereo not given)

Reprinted at random: two records from the list, in no set order.
Cav3 T inh	compound
0.12	O=C(CCCN1C(=O)c2ccccc2C1=O)NCc1ccco1
0.00096	CC1CCN(c2oc(-c3cccc4ccccc34)nc2C#N)CC1

(more compounds)
Cav3 T inh	compound
0.037	CCCn1c(SCC(=O)N2CCCc3ccccc32)nnc1-c1ccccn1
0.032	O=C(O)c1cccc(COc2ccc(CO)cc2Cl)c1
-0.57	COc1ccc(CNc2oc(COc3ccccc3Cl)nc2C#N)cc1
1.7	Cc1ccccc1C(NC(N)=O)c1ccccc1 (stereo not given)
0.74	Cc1cc(=O)oc2c(CN3CCC(C)CC3)c(O)c(Cl)cc12
-4.9*	CCCCn1nnc(NC(=O)c2ccc(-c3cccc(Cl)c3)o2)n1
-0.46	CCOC(=O)CSc1nc(N)c(C#N)c(CC(C)C)c1C#N
-2.5	CN1C(=O)/C(=C/c2ccccc2OCc2cccc(F)c2)N(C)C1=S
-3	CCN(CCCNS(=O)(=O)c1ccc2c(c1)oc(=O)n2C)c1cccc(C)c1
-3	CCC(=O)OCc1c(C(F)(F)F)nn(C)c1Sc1ccc(Cl)cc1
-0.12	CCN1CCN(c2nc3c(c(=O)n(C)c(=O)n3C)n2CCSc2nccc(C)n2)CC1
0.035	Cc1ccc(C(=O)NCc2ccco2)cc1S(=O)(=O)N1CCOCC1
-0.034	O=C(O)CCn1[nH]c(=O)ccc1=O
-1	Nc1nc(SCc2ccc3c(c2)OCO3)n[nH]1
-2.5	Cc1ccc2nc(/C(C#N)=C/c3cn[nH]c3-c3ccc(F)cc3)[nH]c2c1
0.0017	COc1ccc(C(=O)NN2C(=O)C3C4C=CC(O4)C3C2=O)cc1 (stereo not given)
0.043	CC(NS(C)(=O)=O)C(c1cccs1)N1CCN(c2ccccc2)CC1 (stereo not given)
-1.4	O=C(c1ccco1)N1CCN(C(c2ccc(Cl)cc2)c2nnnn2Cc2ccccc2)CC1 (stereo not given)
-3.2	Cc1ccc(Nc2nc3nonc3[nH]c2=O)cc1
-1.8	CC1=NCCN1S(=O)(=O)c1ccc(Br)c(C)c1
0.06	CCC(=O)Nc1nc2c(OC)ccc(OC)c2s1
0.44	Cc1c(NC(=O)CSc2nc3ccccc3s2)c(=O)n(-c2ccccc2)n1C
1.3	CC1CCCCC1NC(=O)c1ccc2c(c1)[nH]c(=O)n2C1CCCC1 (stereo not given)
0.38	CCOC(=O)c1cc(-c2ccc(N)cc2)sc1N
1.2	O=C(CSc1nnc(CNc2ccccc2)o1)c1ccc2c(c1)OCCO2
0.66	c1ccc(-n2nnnc2Sc2n[nH]c(-c3ccncc3)n2)cc1

Not all compounds are listed. The share of hits here may be higher or lower than overall.
